MCF10A rerep: induces DNA re-replication in MCF 10a normal breast cells | Potency, µM (highest dose often 46.1 µM), for inactives: top-dose activity, positive = re-replication, actives largely listed as activators | AID 624296 | MCF 10A DNA re-replication, Hoechst nuclear intensity, 48 h | 350,000 compounds, 2.9% hits; note: potency is the fitted concentration of half-maximal effect; % of control where 0% means no effect; nearly all actives have a fitted effect of over 50% in size
HT1080-NT tox: kills 2HG-producing HT-1080-NT fibrosarcoma cells; HT-1080-NT fibrosarcoma viability, CellTiter-Glo ATP luminescence, 48 h; Potency, µM (highest dose often 46.1 µM), for the others: at the top dose activity, negative = less viability, actives largely listed as cytotoxic; 360,000 compounds, 1.6% hits;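 note: NT is the 2HG producing partner of a matched IDH1 knockdown line; potency is the fitted concentration of half-maximal effect; 0% = DMSO-treated cells and -100% = media-only wells without cells; nearly all actives have a fitted effect of over 55% in size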
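750 cells/well, RPMI + 5% FBS; 2 h settle, compound pin-transfer, 48 h at 37 degrees C. CellTiter-Glo 10 min RT, luminescence. Normalized to DMSO and media-only wells.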
KB-3-1 tox: KB-3-1 parental cell cytotoxicity; KB-3-1 viability, CellTiter-Glo ATP luminescence, 72 h; Potency, µM (series often up to 46.1 µM), without a hit: at the top dose activity change, negative = cytotoxic, hits mostly cytotoxic; 400,000 compounds, 1.4% hits; AID 1347075; note: potency is the fitted concentration of half-maximal effect; % is set by controls: 0 for no effect and ±100 for the full control effect; nearly all actives have a fitted effect of over 60% in size
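72 h, 37 °C compound treatment of KB-3-1 parental cells; CellTiter-Glo added, 10 min, luminescence read. Data corrected against DMSO-only plates and normalized before curve fitting.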
SW480 rerep: DNA re-replication induction in SW480 cells. Potency, µM (top dose mostly 46.1 µM), for the others: top-dose re-replication activation, usual class: activators. SW480 DNA re-replication, Hoechst DNA content imaging, 48 h. 340,000 compounds, 1.8% hits; note: potency is the fitted concentration of half-maximal effect; % of control where 0% means no effect; nearly all actives have a fitted effect of over 55% in size
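250 cells/well; 23 nL cpd via pin tool; 48 hr, 37 C, 5% CO2; Hoechst 40 min; imager read of total nuclear intensity, ex 405/em 500-530 nm.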
ATXN2 expr inh: ATXN2 expression inhibition | 360,000 compounds, 0.72% hits | Potency, µM (titrated, usually from 57 µM), for the others: top-dose activity change, negative = inhibition, actives largely listed as inhibitors | HEK-293 ATXN2-luciferase reporter, luminescence, 24 h; note: potency is the fitted concentration of half-maximal effect; % is set by controls: 0 for no effect and ±100 for the full control effect; nearly all actives have a fitted effect of over 55% in size
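qHTS (up to 57 uM final) was run with 24 h compound exposure of reporter cells at 37 °C. Each well was multiplexed: SteadyGlo luminescence measured ATXN2-luciferase expression after a fluorogenic Gly-Phe-AFC viability readout (25 uM final).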
IL-1B inflam inh: inhibitors of inflammasome signaling (IL-1 beta secretion); THP-1 LPS/ATP IL-1B secretion, AlphaLISA, 16 h; stronger effect = lower value; activity change, % at 57.5 µM; 360,000 compounds, 4.7% hits; in the data active = activity change below about -50%; inconclusive = mostly about -30% to -49%; note: % is set by controls: 0 for no effect and ±100 for the full control effect
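THP-1 cells pretreated 1 hr with compounds (up to 57.5 uM final), then stimulated with LPS (250 ng/mL final) plus ATP (1.25 mM final); secreted IL-1B measured by AlphaLISA after 16 hr, decreased signal indicating inhibition.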
ATXN viability: reduces viability in counter-screen for ATXN expression inhibitors | S2 cells (HEK-293 line with an ATXN2-luciferase reporter) viability, CellTiter-Fluor protease fluorescence, 24 h | Potency, µM (titrated, usually from 56.7 µM), hits mostly cytotoxic | 400,000 compounds, 0.49% hits; note: potency is the fitted concentration of half-maximal effect; nearly all actives have a fitted effect of over 40% in size
HT1080 IDH1KD tx: HT-1080 IDH1 knockdown cell toxicity (counter line). HT-1080 IDH1 knockdown viability, ATP luminescence, 48 h. Potency, µM (top dose mostly 46.1 µM), for the others: at the top dose activity, negative = toxicity, usual class: cytotoxic. 360,000 compounds, 2% hits. AID 686971;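 note: potency is the fitted concentration of half-maximal effect; 0% = DMSO wells and -100% = cell-free medium wells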
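% activity derives from luminescence (CellTiter-Glo), normalised to DMSO and no-cell wells. HT-1080-IDH1KD cells, 750/well, had 48 h compound exposure at 37 °C.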
HepG2 tox: kills HepG2 cells in TGF-b inhibitor counter-screen | HepG2 CAGA-GFP viability, ATP luminescence, 18 h | Potency, µM (top dose mostly 46.1 µM), without a hit: at the highest dose activity change, negative = cytotoxicity, most hits filed as cytotoxic | 410,000 compounds, 0.76% hits; note: potency is the fitted concentration of half-maximal effect; some results filed as inactive show a strong effect at the top dose
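HepG2 CAGA-GFP cells (1000/well, DMEM with 1% FBS) received compound, then TGF-beta at 500 pg/mL final, and were incubated 18 hours at 37 degrees C. Viability was read by CellTiter-Glo luminescence. Media-only wells were set as complete cell-killing and DMSO as no toxicity.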
Numbers without * were called inactive; i = inactive; ? = inconclusive; . = not tested or not shown; [ ] = remark or other dose. Unless noted, calls come from the whole dose curve; as a rule, active = well fitted curve in the direction sought with a large enough effect; inconclusive = small, poorly fitted or top-dose-only effect, or another doubt; inactive = no such curve, though single readings can be large; an effect the other way counts as inactive or inconclusive.

| structure | HT1080 IDH1KD tx | SW480 rerep | MCF10A rerep | HT1080-NT tox | ATXN viability | IL-1B inflam inh | KB-3-1 tox | ATXN2 expr inh | HepG2 tox |
| --- | --- | --- | --- | --- | --- | --- | --- | --- | --- |
| CCC1Sc2ccc(S(=O)(=O)CCC(=O)Nc3cc(C)ccn3)cc2NC1=O (configuration not stated) | 1% | -6% | 6% | 2% | i | 13 | 0% | . | 5% |
| O=C(Nc1ccc(F)cc1)c1cccc(N2C(=O)c3ccccc3C2=O)c1 | 0% | -10% | -2% | 0% | i | -12 | 1% | 7% | 2% |
| C[C@@H]1CCCCO[C@@H](CN(C)S(=O)(=O)c2ccccc2)[C@@H](C)CN([C@H](C)CO)C(=O)c2cc(NS(=O)(=O)c3ccc(F)cc3)ccc2O1 | -24% | . | . | -16% | i | -24 | ? | -9% | -30% |
| O=[N+]([O-])c1ccc(N2CCN(S(=O)(=O)c3ccc4ccccc4c3)CC2)cc1NCc1ccco1 | 16% | 2% | -14% | 13% | i | -3 | 7% | 22% | 0% |
| Cc1nc(NCCN)c(C#N)c2c1COC(C)(C)C2 | 2% | 30% | -6% | -4% | i | 8 | 9% | 1% | -14% |
| CCN1CCCC1CNC(=O)CSc1cc(=O)n(C)c2cc(Cl)ccc12 (configuration not stated) | -28% | -1% | 8% | -25% | i | ? | -1% | 1% | -35% |
| COc1ccc(-c2nc3c4ccccc4ccn3c2Cc2ccc(C)cc2)cc1OC | ? | . | . | ? | ? | -13 | -3% | 16% | -13% |
| C=CCNC(=S)/C(=C(/[O-])c1ccc([N+](=O)[O-])cc1)[n+]1ccccc1 | 2% | -5% | -5% | 3% | i | 22 | 3% | -13% | -3% |
| Cc1ccccc1NC(=O)NCCCCc1ccccc1 | -3% | 0% | -22% | -5% | i | ? | -30% | 5% | -11% |
| COc1ccccc1NC(=O)COC(=O)C1CC2CCCC(C1)C2=O (configuration not stated) | 10% | 2% | -38% | 11% | ? | 8 | 0% | 8% | 4% |
| O=C(N[C@@H](Cc1ccccc1)C(=O)OCc1ccccc1)c1nc[nH]c1C(=O)N[C@@H](Cc1ccccc1)C(=O)OCc1ccccc1 | 4% | 10% | 17% | 13% | i | 12 | 1% | 10% | -5% |
| OCCOCCn1c(C(CO)Nc2nc(-c3ccccc3Br)cs2)nc2ccccc21 (configuration not stated) | 1% | -12% | 2% | 1% | i | 7 | -2% | 2% | 5% |
| O=C(O)CCCCCN1C(=O)C(O)=C(C(=O)/C=C/c2ccccc2)C1c1ccc2c(c1)OCO2 (configuration not stated) | -3% | 8% | 7% | 3% | i | -12 | -1% | -5% | -7% |
| Cc1cc(C(=O)OCC(=O)c2cccs2)ccc1[N+](=O)[O-] | 9% | -19% | -18% | 8% | i | 3 | 8% | 0% | 11% |
| CC(=O)c1ccc(Nc2nc(NCCO)nc(OC(C(F)(F)F)C(F)(F)F)n2)cc1 | -1% | -4%[9.22 µM] | ? | -1% | i | -3 | 0% | 1% | -5% |
| COc1ccc(C(=O)O)cc1S(=O)(=O)N(C)CCc1cccnc1 | 11% | -3% | -2% | 12% | i | 23 | -3% | -3% | 5% |
| NC(=S)NNc1ccc(Cl)c(Cl)c1 | -11% | ? | ? | -7% | i | 0 | 1% | . | -12% |
| COc1ccc(Cc2nnc(NC(=O)c3ccco3)s2)cc1OC | 2% | -5% | -8% | 1% | i | -3 | ? | 3% | 3% |
| COc1ccc2nc(NC(=O)CSCC(=O)Nc3cc(C)on3)sc2c1 | -11% | 9% | -21% | -3% | i | 25 | 5% | 16% | 11% |
| CCCCOC(=O)CSC(=S)N(C)Cc1cccs1 | 14% | -1% | -2% | 10% | i | 28 | -15% | 17% | -8% |
| COc1ccc(/[N+]([O-])=C/c2ccco2)cc1 | 7% | -7% | ? | 8% | i | -3 | 11% | 79%[activator] | 8% |
| COc1ccccc1/C=C/C(=O)Nc1cccnc1 | 3% | 0% | 0% | 16% | ? | -5 | 0% | 22% | 3% |
| CCC(=O)Nc1ccc(NC(=O)c2oc3ccccc3c2C)cc1 | 10% | -9% | 4% | 12% | i | -27 | -10% | . | -31% |
| CC(=O)Nc1c(C(=O)Nc2ccc3c(c2)OCO3)oc2ccccc12 | -1% | -5% | -5% | -3% | i | 35 | 3% | 116%[activator] | -19% |
| COc1cccc(C(=O)N[C@@H](CCSC)c2nc3ccccc3[nH]2)c1 | 8% | -16% | -6% | 4% | i | 10 | 0% | 6% | -2% |
| O=C(Nn1nnnc1Nc1ccccc1)C12CC3CC(CC(C3)C1)C2 | ? | ? | ? | ? | i | -5 | ? | 0% | -13% |
| Cc1cc(C)c(OCCN2CCOCC2)c(Cl)c1 | 2% | -3% | ? | 3% | . | 18 | 2% | . | 11% |
| Cc1noc(C)c1S(=O)(=O)N1CCC(C(=O)N2CCC(C)CC2)CC1 | -2% | -2% | 3% | 0% | i | -2 | -18% | -5% | 4% |
| CCOC(=O)[C@@H]1[C@H]2COc3ccccc3[C@H]2N2C(=O)N(c3ccc(F)cc3)C(=O)[C@]12C | -4% | ? | 8% | -3% | i | -8 | 3% | -7% | -29% |
| CCC(=O)N1CCCC1(C)C(=O)Nc1ccc(C)c(C)c1 (configuration not stated) | ? | . | . | 12% | i | 189 | 0% | 11% | 4% |
| COc1ccc(Br)cc1CSC(=N)N | -16% | -4% | -7% | -15% | i | -88* | -1% | -26% | -14% |
| Cc1cc2oc(C(=O)Nc3ccc(S(=O)(=O)N(C)Cc4ccccc4)cc3)cc(=O)c2cc1C | . | . | . | . | i | . | 4% | 1% | -1% |
| Cc1ccccc1-c1noc(-c2ccc(NCC3CCCO3)c([N+](=O)[O-])c2)n1 (configuration not stated) | . | . | . | . | i | . | -1% | 17% | 1% |
| Cc1cc(C)cc(NC(=O)C2CCN(S(=O)(=O)c3c(C)n[nH]c3C)CC2)c1 | -7% | -4% | 2% | -1% | i | -15 | 2% | -1% | -2% |
| COc1ccc(CSCC(=O)N/N=C/c2ccc(OCC(=O)NCc3ccco3)cc2)cc1 | -14% | 7% | ? | -5% | i | -24 | -5% | -10% | -8% |
| O=c1ccc(S(=O)(=O)N2CCCC2)cn1Cc1ccc(F)cc1 | 0% | 2% | 4% | -5% | i | -9 | -6% | -4% | -5% |
| CSCCC(c1nc2ccccc2[nH]1)n1c(=O)c(-c2cccnc2)nc2ccccc21 (configuration not stated) | -4% | . | . | -2% | . | ? | -7% | . | . |
| COc1ccc(NC(=O)C2CCCN(C)C2)cc1OCC(C)C (configuration not stated) | 0% | -2% | 4% | 1% | i | -3 | 0% | 1% | 4% |
| Cc1cccc(C)c1NC(=O)Cn1c(=O)n(CCCC(=O)NC2CCN(Cc3ccccc3)CC2)c(=O)c2ccccc21 | 12% | 8% | 1% | 2% | ? | 9 | 8% | -22% | -8% |
| Cc1ccc(CNS(=O)(=O)c2ccc3oc(C(=O)O)c(C)c3c2)cc1 | 9% | -5% | -6% | 4%[9.24 µM] | i | 0 | 6% | 4% | 2% |
| CCOC(=O)c1ccc(Nc2nc(C)nc3c2nnn3Cc2ccccc2)cc1 | 7% | 1% | ? | 12% | ? | 0 | 5% | . | -43% |
| Cc1cccc(-c2nc(SCCCOc3ccc(Cl)c(C)c3)n3[nH]c(=O)cc3n2)c1 | . | . | . | . | i | . | 0% | 1% | -17% |
| Clc1ncc(CN2CCN(Cc3ccccc3)CC2)s1 | 2% | -5% | -1% | 4% | i | 1 | 3% | -3% | 7% |
| CC(=O)Nc1c2c(nn1-c1ccc(Cl)cc1)CSC2 | 0% | -7% | -5% | 2% | i | 1 | 4% | . | -1% |
| COc1ccc(-c2noc(CCC(=O)NCc3cc(Br)ccc3OC)n2)cc1 | -7% | 11% | 3% | -10% | i | -90* | -12% | -5% | -8% |
| Cc1nc(C)c(C(=O)OCC(=O)NCc2ccccc2)s1 | 1% | -13% | 2% | -1% | i | 29 | 0% | . | 6% |
| CCC(C)NC(=O)C1CCN(CCCc2ccccc2)CC1 (configuration not stated) | -4% | -2% | 17% | -3% | i | -4 | 2% | 3% | 18% |
| CCN(CC)CCCNC(=O)C1CCC(CNS(=O)(=O)c2ccc(Cl)cc2)CC1 (configuration not stated) | 11% | -6% | 53% | 12% | i | -4 | -8% | 8% | -5% |
| CC1(C)C(=O)OC(c2cccc([N+](=O)[O-])c2)C2(CCCCC2)C1=O (configuration not stated) | 5% | 7% | -12% | 0% | i | -3 | ? | 5% | 4% |
| CC1CC(=O)c2cnc(N3CCOCC3)nc2C1 (configuration not stated) | 8% | -7% | -5% | 2% | i | -1 | 4% | 17% | 1% |
| O=C(N/N=C\C=C\c1ccc([N+](=O)[O-])o1)c1cccs1 | 13µM* | 12µM* | 8.2µM* | ? | i | ? | 18% | -20% | -135% |
| COc1ccc(C(=O)N2CC(=O)N(CCc3ccccc3)C(=O)C2)cc1OC | -1% | 3% | 2% | 7% | i | 41 | 3% | 3% | 2% |
| O=C(O)c1cc(O)ccc1N=Nc1ccccc1 | -6% | ? | 23µM* | -12% | i | ? | -11% | . | -32% |
| Cn1nc([N+](=O)[O-])nc1Oc1ccccc1F | -2% | -4% | -3% | 12% | i | -2 | 3% | -14% | -7% |

Part of the list above, with each value named.
> COc1ccc(C(=O)N2CC(=O)N(CCc3ccccc3)C(=O)C2)cc1OC
  HT1080 IDH1KD tx: -1%; SW480 rerep: 3%; MCF10A rerep: 2%; HT1080-NT tox: 7%; ATXN viability: i; IL-1B inflam inh: 41; KB-3-1 tox: 3%; ATXN2 expr inh: 3%; HepG2 tox: 2%
> O=C(O)c1cc(O)ccc1N=Nc1ccccc1
  HT1080 IDH1KD tx: -6%; SW480 rerep: ?; MCF10A rerep: 23µM*; HT1080-NT tox: -12%; ATXN viability: i; IL-1B inflam inh: ?; KB-3-1 tox: -11%; ATXN2 expr inh: .; HepG2 tox: -32%
> Cn1nc([N+](=O)[O-])nc1Oc1ccccc1F
  HT1080 IDH1KD tx: -2%; SW480 rerep: -4%; MCF10A rerep: -3%; HT1080-NT tox: 12%; ATXN viability: i; IL-1B inflam inh: -2; KB-3-1 tox: 3%; ATXN2 expr inh: -14%; HepG2 tox: -7%

Screening data as filed in PubChem BioAssay.
